High-throughput results as filed in PubChem.
AmpC no deterg: qHTS Inhibitors of AmpC Beta-Lactamase (assay without detergent); P00811; AmpC nitrocefin hydrolysis, absorbance 480 nm, 0.0001% Triton; Potency, µM (series often up to 57.1 µM), for the others: at the highest dose activity change, negative = inhibition, usual class: inhibitors; 0.52% of 330,000 active;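 note: potency is the fitted concentration of half-maximal effect; plate controls were no compound for no effect and no enzyme for full effect; nearly all actives have a fitted effect of over 20% in size; some results filed as inactive show a strong effect at the top dose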
Target sequence (P00811 whole entry, looked up): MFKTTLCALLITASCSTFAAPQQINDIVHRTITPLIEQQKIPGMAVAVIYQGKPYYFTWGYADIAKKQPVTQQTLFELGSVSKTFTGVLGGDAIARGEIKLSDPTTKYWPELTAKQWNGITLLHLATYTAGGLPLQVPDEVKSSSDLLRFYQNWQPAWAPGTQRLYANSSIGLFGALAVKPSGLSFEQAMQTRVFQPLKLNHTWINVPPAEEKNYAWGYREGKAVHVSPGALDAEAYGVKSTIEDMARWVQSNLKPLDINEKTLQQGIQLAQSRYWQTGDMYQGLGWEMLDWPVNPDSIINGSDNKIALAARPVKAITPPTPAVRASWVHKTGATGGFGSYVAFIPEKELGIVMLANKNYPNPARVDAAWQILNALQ
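AmpC (5.3 nM in the dispensed reagent) in 20 mM phosphate pH 7.0 with 0.01% (detergent screen) or 0.0001% Triton X-100 was preincubated with compounds for 15 min at room temperature. Nitrocefin was then added from an 800 uM solution, and hydrolysis was followed at 480 nm.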
AmpC detergent: qHTS Inhibitors of AmpC Beta-Lactamase (assay with detergent). P00811. AmpC hydrolysis of nitrocefin, absorbance 480 nm, 0.01% Triton. Potency, µM (highest dose often 114 µM), for the others: at the top dose activity change, negative = inhibition, usual class: inhibitors. 0.041% of 370,000 active. AID 485294, 2010;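 note: potency is the fitted concentration of half-maximal effect; 0% = no-compound wells and -100% = no-enzyme wells; nearly all actives have a fitted effect of over 25% in size; some results filed as inactive show a strong effect at the top dose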
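AmpC (5.3 nM in the dispensed reagent) in 20 mM phosphate pH 7.0 with 0.01% (detergent screen) or 0.0001% Triton X-100 was preincubated with compounds for 15 min at room temperature. Nitrocefin was then added from an 800 uM solution, and hydrolysis was followed at 480 nm.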
FBPA Giardia inh: qHTS Assay for Inhibitors of Fructose-1,6-bisphosphate Aldolase from Giardia Lamblia. 0.71% of 290,000 active. purified Giardia FBPA. Potency, µM (titrated, usually from 59.6 µM), for the others: at the highest dose activity, negative = inhibition, hits mostly inhibitors; note: potency is the fitted concentration of half-maximal effect; nearly all actives have a fitted effect of over 55% in size
Target sequence (A8B2U2 whole entry, looked up): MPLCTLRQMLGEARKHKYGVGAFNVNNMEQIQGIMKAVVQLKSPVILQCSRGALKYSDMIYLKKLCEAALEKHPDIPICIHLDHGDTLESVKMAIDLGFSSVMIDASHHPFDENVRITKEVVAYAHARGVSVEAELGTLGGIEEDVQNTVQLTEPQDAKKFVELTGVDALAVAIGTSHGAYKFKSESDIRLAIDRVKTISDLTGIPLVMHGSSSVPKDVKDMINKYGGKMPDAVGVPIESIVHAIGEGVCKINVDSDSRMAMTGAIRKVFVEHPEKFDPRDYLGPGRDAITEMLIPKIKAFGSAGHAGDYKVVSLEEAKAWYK
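40 nM FBPA preincubated 10 min at RT with compound (up to 57.5 uM final), then substrate plus GAPDH/TPI/NAD/arsenate coupling and diaphorase/resazurin added. Fluorescence read after 20 min at RT, 525/598 nm.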
Sm TGR inh: qHTS Assay for the Inhibitors of Schistosoma Mansoni Peroxiredoxins | Schistosoma mansoni thioredoxin glutathione reductase (TGR), Q962Y6 | purified TGR, DTNB reduction, TNB absorbance 405 nm | Potency, µM (top dose mostly 114 µM), for the others: top-dose activity change, negative = inhibition, most hits filed as inhibitors | 3% of 360,000 active | AID 485364, 2010; note: potency is the fitted concentration of half-maximal effect; nearly all actives have a fitted effect of over 60% in size
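Kinetic colorimetric format: TGR-catalysed, NADPH-driven DTNB reduction monitored via TNB absorbance. Enzyme dispensed at 20 nM; compound exposure 15 min at room temperature before reaction start.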
AMA1-RON2 inh: qHTS for Inhibitors of AMA1-RON; Towards Development of Antimalarial Drug Lead: Primary Screen | Plasmodium falciparum AMA1 (3D7) - RON2 peptide interaction | Potency, µM (titrated, usually from 58.2 µM), inactives show at the highest dose activity change, negative = inhibition, most hits filed as inhibitors | AID 720542, 2013 | AlphaScreen AMA1-biotinylated RON2 peptide binding | 0.2% of 360,000 active;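 note: potency is the fitted concentration of half-maximal effect; 0% = vehicle wells and -100% = peptide control; nearly all actives have a fitted effect of over 45% in size; some results filed as inactive show a strong effect at the top dose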
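AMA1 (3D7) with his tag at 25 nM final met compounds first, then biotinylated RON2 peptide at 25 nM; detection used donor plus acceptor beads, 10 µg/mL apiece, read by AlphaScreen after 30 min at room temperature.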
HCMV inh: qHTS Assay for inhibitors of the human cytomegalovirus (HCMV) | AID 1259415, 2018 | 4.5% of 410,000 active | activity change, negative = inhibition, % at 57.5 µM | HFF cells, HCMV-luciferase reporter, 72 h; active compounds read low; in the data active = activity change below about -60%; inconclusive = no clear call, values can overlap the other calls; inactive = above about -39%
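Two compound doses tested in HFFs infected with HCMV-luciferase, MOI 1 PFU/cell, 72 h at 37C. Lysate luminescence read with OneGlo; data normalized against buffer-only and 10uM Salinomycin inhibitor controls.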
An asterisk follows results filed as active; ? = inconclusive; / = no result given; & = joins results of further samples; [ ] = dose if it differs, or a comment. Unless noted, calls come from the whole dose curve; as a rule, active = well fitted curve in the direction sought with a large enough effect; inconclusive = small, poorly fitted or top-dose-only effect, or another doubt; inactive = no such curve, though single readings can be large; an effect the other way counts as inactive or inconclusive. Unless noted, % is set by controls: 0 for no effect and ±100 for the full control effect.

Short forms – A = AmpC no deterg; B = AmpC detergent; C = FBPA Giardia inh; D = Sm TGR inh; E = AMA1-RON2 inh; F = HCMV inh
> CCOC(=O)C1(C)C=C(Nc2cccc(OC)c2)C(=O)N1c1ccccc1 (stereo unspecified)
  A = -4.8%	B = -1.2%	C = -6.3%	D = 0.3%	E = -26.5%	F = 81.6
> CCOC(=O)c1cccc(NC(=O)C2=C(C)C(=O)OC23CCCCC3)c1
  A = /	B = 17.4%	C = /	D = 1.3%	E = /	F = -36.9
> CC(C)(C)c1cc(OS(C)(=O)=O)ccc1O
  A = -21.0%	B = 1.0%	C = -17.5%	D = 0.5%	E = -11.3%	F = ?
> COc1ccc(Cl)cc1NC(=O)CSc1nc2ccsc2c(=O)n1CC1CCC(C(=O)O)CC1 (stereo unspecified)
  A = -39.3%	B = 0.4%	C = /	D = 1.9%	E = 0.0%	F = ?
> O=C(CC1N=C2c3ccccc3N=C(SCC(=O)Nc3cccc(Cl)c3)N2C1=O)NCc1cccs1 (stereo unspecified)
  A = /	B = -2.4%	C = /	D = 8.3%	E = /	F = -4.1
> O=C1OCc2cc(NC(=O)C34CC5CC(CC(C5)C3)C4)ccc21
  A = -14.1%	B = ?	C = -6.2%	D = 9.4%	E = -2.7%	F = 13.7
> Cn1c(=O)n(C)c2cc(NC(=O)CCc3ccccc3)c(Br)cc21
  A = -5.3%	B = -8.3%	C = 1.5%	D = 0.0%	E = 17.1%	F = 70.8
> O=C1CC(c2ccccc2)Cc2nc3nc(C(F)(F)F)nn3cc21 (stereo unspecified)
  A = -53.1%	B = -2.8%	C = 2.8%	D = 1.1%	E = 8.2%	F = 69.0
> Cc1c(C(=O)NC2CCCCC2C)oc2ccccc12 (stereo unspecified)
  A = -0.9%	B = 0.2%	C = /	D = 0.562µM*	E = -6.2%	F = -33.4
> O=C(O)c1ccc(/C=N/NC(=S)NC2CCCCC2)cc1
  A = -28.3%	B = 3.2%	C = -10.7%	D = -29.8%	E = 86.5%[activator]	F = 55.5
> Cc1ccc(OC(=O)c2ccccc2P(=O)(O)O)cc1
  A = -9.2%	B = ?	C = 10.2%	D = -5.2%	E = -2.5%	F = 81.5
> O=c1ccc(-c2ccccc2)nn1Cc1ccc(F)cc1Cl
  A = 40.4%	B = -8.2%&12.6%	C = -1.2%	D = -24.9%&5.8%	E = 15.5%	F = -31.7&-12.2
> COc1ccc(CN2CCN(Cc3ccccc3F)CC2)c(OC)c1
  A = -20.7%	B = 0.8%	C = 12.6µM*	D = -18.3%	E = -19.0%	F = -30.7
> CCOc1ccc(C(=O)COC(=O)CN2C(=O)NC3(CCCCC3C)C2=O)cc1 (stereo unspecified)
  A = 24.5%	B = 1.9%	C = /	D = -7.4%	E = 11.3%	F = -12.5
> O=C(CCC(=O)Nc1ccc(Br)cc1)N/N=C/c1ccc(F)cc1
  A = -22.4%	B = -21.3%	C = 1.7%	D = 8.4%	E = 4.5%	F = 0.8

By substructure: the entries above with four or more nitrogen atoms (2)
Short forms – A = AmpC no deterg; B = AmpC detergent; C = FBPA Giardia inh; D = Sm TGR inh; E = AMA1-RON2 inh; F = HCMV inh
> O=C(CC1N=C2c3ccccc3N=C(SCC(=O)Nc3cccc(Cl)c3)N2C1=O)NCc1cccs1 (stereo unspecified)
  A = /	B = -2.4%	C = /	D = 8.3%	E = /	F = -4.1
> O=C1CC(c2ccccc2)Cc2nc3nc(C(F)(F)F)nn3cc21 (stereo unspecified)
  A = -53.1%	B = -2.8%	C = 2.8%	D = 1.1%	E = 8.2%	F = 69.0

The main list resumes, starting 2 compounds before the break.
Short forms – A = AmpC no deterg; B = AmpC detergent; C = FBPA Giardia inh; D = Sm TGR inh; E = AMA1-RON2 inh; F = HCMV inh
> CCOc1ccc(C(=O)COC(=O)CN2C(=O)NC3(CCCCC3C)C2=O)cc1 (stereo unspecified)
  A = 24.5%	B = 1.9%	C = /	D = -7.4%	E = 11.3%	F = -12.5
> O=C(CCC(=O)Nc1ccc(Br)cc1)N/N=C/c1ccc(F)cc1
  A = -22.4%	B = -21.3%	C = 1.7%	D = 8.4%	E = 4.5%	F = 0.8
> O=C(c1c(F)cccc1F)N(Cc1cccs1)C1CCCC1
  A = -13.8%	B = 5.4%	C = -0.2%	D = /	E = 13.3%	F = -34.6
> O=C(Cn1c(NCCCCl)nc2ccccc21)c1ccccc1
  A = -21.1%	B = -3.7%	C = /	D = -23.9%	E = 3.8%	F = -14.1
> CCOC(=O)N1CCN(c2c(N3CCc4ccccc4C3)c(=O)c2=O)CC1
  A = 0.8%	B = ?	C = 0.6%	D = -3.4%	E = -2.8%	F = 21.6
> COc1ccccc1NC(=S)NC(=O)C1CC1
  A = -40.4%	B = -7.2%	C = -0.1%	D = ?	E = 1.3%	F = ?
> Cc1nn(-c2ccccc2)c(C)c1/C=N/NC(=O)CSc1nnc(SCc2ccccc2Cl)s1
  A = 15.7%	B = 17.6%	C = 3.5%	D = -0.2%	E = -1.2%	F = -17.7
> CCOC(=O)N1CCN(C(=O)c2ccc(S(=O)(=O)c3ccc(C)cc3)c(NC(C)=O)c2)CC1
  A = 47.3%	B = -3.6%	C = 4.9%	D = -14.5%	E = 19.3%	F = 10.3
> CN(C)CCOc1cc(Cl)cc(Cl)c1
  A = -22.0%	B = 3.4%	C = -1.2%	D = 1.9%	E = -11.0%	F = ?
> O=C(NCc1ccco1)c1ccc2c(c1)N(Cc1ccccc1)C(=O)CS2=O (stereo unspecified)
  A = -27.4%	B = ?	C = -0.8%	D = -1.7%	E = 12.7%	F = -7.8
> CCN(CC)c1ccc(NC(=O)OC)cc1
  A = -21.4%	B = -1.0%	C = -20.3%	D = -17.0%	E = -29.9%	F = 14.5
> CC(=O)Nc1nonc1-c1nnc(SCC(=O)Nc2cc(C)ccc2C)n1-c1ccccc1
  A = /	B = 16.1%	C = /	D = -1.0%	E = /	F = -10.2
> COc1ccc(CNC(=O)Cc2csc3nc(-c4ccc(C)cc4)cn23)cc1
  A = /	B = 2.6%	C = /	D = -2.1%	E = /	F = -38.5
> CN1C(=O)/C(=C/c2cccc(Cl)c2)Sc2ccc(C(=O)N3CCOCC3)cc21
  A = 199.1%[activator]	B = ?	C = -27.0%	D = 5.6%	E = -10.1%	F = ?
> Cc1ccc(S(=O)(=O)N2CCOCC2)s1
  A = -6.2%	B = -6.0%	C = /	D = ?	E = -1.9%	F = 35.4
> COc1ccc(N2CCN(c3ccc4nnc(CCC(=O)Nc5ccc(C)cc5)n4n3)CC2)cc1
  A = 1.6%	B = -12.9%	C = 0.3%	D = -2.0%	E = -3.8%	F = -11.9
> O=[N+]([O-])c1ccc(O)c(NC(=S)Nc2ccccc2)c1
  A = -18.4%	B = 1.3%	C = -13.9%	D = 5.5%	E = -1.4%	F = -89.5*

Full records from above. Screens in order: AmpC no deterg | AmpC detergent | FBPA Giardia inh | Sm TGR inh | AMA1-RON2 inh | HCMV inh
O=C(CC1N=C2c3ccccc3N=C(SCC(=O)Nc3cccc(Cl)c3)N2C1=O)NCc1cccs1 (stereo unspecified) is entered as / | -2.4% | / | 8.3% | / | -4.1
COc1ccc(N2CCN(c3ccc4nnc(CCC(=O)Nc5ccc(C)cc5)n4n3)CC2)cc1 is entered as 1.6% | -12.9% | 0.3% | -2.0% | -3.8% | -11.9
CN(C)CCOc1cc(Cl)cc(Cl)c1 is entered as -22.0% | 3.4% | -1.2% | 1.9% | -11.0% | ?
CCN(CC)c1ccc(NC(=O)OC)cc1 is entered as -21.4% | -1.0% | -20.3% | -17.0% | -29.9% | 14.5
O=C1CC(c2ccccc2)Cc2nc3nc(C(F)(F)F)nn3cc21 (stereo unspecified) is entered as -53.1% | -2.8% | 2.8% | 1.1% | 8.2% | 69.0

Further results:
Short forms – A = AmpC no deterg; B = AmpC detergent; C = FBPA Giardia inh; D = Sm TGR inh; E = AMA1-RON2 inh; F = HCMV inh
> CCOC(=O)c1c(-c2ccccc2)csc1NC(=O)c1ccc(S(=O)(=O)N2CC(C)OC(C)C2)cc1 (stereo unspecified)
  A = -16.3%	B = ?	C = -3.4%	D = -1.5%	E = 17.9%	F = -9.2
> CN(C(=O)COC(=O)c1cccc(NS(=O)(=O)c2ccc(F)c(F)c2)c1)C1CCS(=O)(=O)C1 (stereo unspecified)
  A = 32.9%	B = 6.6%	C = 12.8%	D = 38.1%[activator]	E = 0.0%	F = -21.0
> COc1ccccc1NC(=O)CSc1oc(-c2ccc(F)cc2)nc1S(=O)(=O)c1ccc(Br)cc1
  A = /	B = 6.2%	C = /	D = 4.8%	E = /	F = 1.1
> COc1ccc2cc(/C=N/NC(=O)CN(c3ccccc3C)S(=O)(=O)c3ccccc3)c(Cl)nc2c1
  A = -26.6%	B = -5.8%	C = 4.2%	D = 0.2%	E = 21.5%	F = -37.7
> Cn1ccc2c([N+](=O)[O-])cccc2c1=O
  A = -17.9%	B = -4.1%	C = 0.4%	D = -18.5%	E = -0.5%	F = -34.3
> CCS(=O)(=O)Nc1ccc2[nH]c(=O)[nH]c2c1
  A = -21.1%	B = 0.4%	C = -1.2%	D = -16.3%	E = -13.2%	F = 25.0
> COC(=O)[C@@H]1CCCN1Cc1nc(Cc2ccc(OC)c(OC)c2)no1
  A = -6.5%	B = 5.9%	C = 3.0%	D = 0.0%	E = 6.9%	F = -15.2
> NC(=O)C1CCN(C(=O)CCNS(=O)(=O)c2ccccc2F)CC1
  A = -9.2%	B = -4.2%	C = /	D = -1.0%	E = 4.3%	F = 18.0
> Cn1c(=O)[nH]c2nnc(-c3ccc(Cl)c(Cl)c3)nc2c1=O
  A = ?	B = -5.0%	C = ?	D = 0.4%	E = -1.7%	F = 25.2
> O=C(CN1CCOCC1)NC1C2CC3CC(C2)CC1C3 (stereo unspecified)
  A = 0.5%	B = -6.1%	C = -2.0%[12.9 µM]	D = 11.7%	E = 7.2%	F = 45.7
> COc1ccc(CC(=O)Nc2ccccc2NC(=O)Cc2ccc(OC)cc2)cc1
  A = -31.8%	B = -1.9%	C = 11.1%	D = 4.9%	E = -0.3%	F = 29.5
